D3 ag: qHTS of D3 Dopamine Receptor Agonist: qHTS | D(3) dopamine receptor (Homo sapiens), P35462 | D3R DiscoveRx beta-arrestin cells, luminescence, 90 min | 410,000 tested, 0.58% active | max activation, % | AID 652048, 2013; in the data active means max activation above about 30%; further: 0% is about no effect; mostly tested at two doses, the higher about 12 µM
Target sequence (P35462 whole entry, looked up): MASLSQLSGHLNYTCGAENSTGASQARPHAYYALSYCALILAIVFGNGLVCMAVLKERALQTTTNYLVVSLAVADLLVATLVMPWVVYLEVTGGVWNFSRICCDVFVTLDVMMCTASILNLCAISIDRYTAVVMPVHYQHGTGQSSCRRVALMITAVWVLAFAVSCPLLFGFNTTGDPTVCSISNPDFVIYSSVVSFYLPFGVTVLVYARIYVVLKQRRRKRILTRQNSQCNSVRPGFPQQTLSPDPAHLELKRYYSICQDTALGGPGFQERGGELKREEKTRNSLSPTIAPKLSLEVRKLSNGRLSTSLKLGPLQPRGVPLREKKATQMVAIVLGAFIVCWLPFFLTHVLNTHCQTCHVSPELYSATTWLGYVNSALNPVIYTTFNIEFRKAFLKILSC
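Agonist-mode cell screen: cells plated at 1500/well and incubated overnight at 37 °C, then exposed to library compounds for 90 min at 37 °C. Detection reagent was added for 30–60 min at room temperature, and luminescence was read.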
pAkt inh: HTS Assay for Inhibitors of Akt Phophorylation: Primary Screen; AID 651550, 2012; activity change, % for hits at 50 µM; Neuro2A IGF-stimulated pAkt S473 HTRF, 20 min; hits give low values; 360,000 tested, 0.32% active; in the data active means activity change below about -80%; inconclusive means mostly about -51% to -80%; further: on the % scale 0 is the no-effect control and ±100 the full control effect
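Neuro2A cells in DMEM with 0.5% FBS, overnight at 37 deg C, given compound at single 50 µM final, then IGF (6 nM final) for 20 min at 37 deg C. Lysed; phospho-Akt Ser473 by HTRF after 24 h, 665/615 ratio.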
D3 antag: qHTS of D3 Dopamine Receptor Antagonist: qHTS. D(3) dopamine receptor (Homo sapiens), P35462. D3R cells, DiscoveRx beta-arrestin luminescence, antagonist mode; hits give low values. max response, negative = inhibition, %. 360,000 tested, 2.5% active. AID 652054, 2013; in the data active means max response below about -50%; inconclusive means no clear call, values can overlap the other calls; further: on the % scale 0 is the no-effect control and ±100 the full control effect; mostly tested at two doses, the higher about 12 µM
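Cells expressing the human receptor were seeded at 1500 cells/well, incubated overnight at 37 degrees C in 5% CO2, then exposed to library compounds with dopamine controls for 90 minutes at 37 degrees C before luminescent detection.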
MmCpn inh: Inhibitors of TCP-1 ring complex (TRiC) of Methanococcus maripaludis (MmCpn): qHTS; Potency, µM (highest dose often 76.9 µM), without a hit: top-dose activity, negative = inhibition, most hits filed as inhibitors; AID 504842, 2011; purified Mm-Cpn ATPase, ADP Transcreener TR-FRET; 330,000 tested, 0.031% active; further: potency means the concentration at half of the fitted maximal effect; on the % scale 0 is the no-effect control and ±100 the full control effect; nearly all actives have a fitted effect of over 80% in size
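Purified archaeal chaperonin (25 nM final) was preincubated with compound for 10 min at 37°C, then ATP (10 uM final) was added for 30 min at 37°C in Tris pH 7.4/KCl/MgCl2/DTT buffer. ADP was quantified by HTRF Transcreener TR-FRET.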
EPAC2 antagonist: qHTS for Antagonist of cAMP-regulated guanine nucleotide exchange factor 2 (EPAC2): primary screen. Rap guanine nucleotide exchange factor 4 (Homo sapiens), Q8WZA2. EPAC2 GEF exchange of Rap1B-BODIPY-GDP, fluorescence. Potency, µM (doses to about 114 µM), for inactives: at the highest dose activity, negative = inhibition, most hits filed as inhibitors. 360,000 tested, 0.18% active. AID 720708, 2013; further: potency means the concentration at half of the fitted maximal effect; on the % scale 0 is the no-effect control and ±100 the full control effect; nearly all actives have a fitted effect of over 45% in size; many of its hits are not listed in these tables
CCT modulator: High-Throughput Screening for Modulators of Cytosolic Chaperonin Activity | purified chaperonin ATPase assay, HTRF ADP detection, 30 min | 360,000 tested, 0.3% active | activity change, % (concentration not given with the values), hits read low | AID 651819, 2012; in the data active means activity change below about -30%; further: on the % scale 0 is the no-effect control and ±100 the full control effect
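TRiC (40 or 20 nM final, by batch activity) in 30 mM Tris pH 7.4, 100 mM KCl, 5 mM MgCl2, 1 mM DTT was treated with compound at 76 uM single dose, then 10 uM ATP, 30 min at 37 °C. ADP was read by HTRF Transcreener.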
EPAC2 agonist: qHTS for Agonist of cAMP-regulated guanine nucleotide exchange factor 4 (EPAC2): primary screen; Rap guanine nucleotide exchange factor 4 (Homo sapiens), Q8WZA2; EPAC2 activation, biochemical qHTS; response scale: 100% = 6.5 mM cAMP response; Potency, µM (top dose mostly 154 µM), inactives show top-dose activation, usual class: activators; 360,000 tested, 0.079% active; AID 720711, 2013; further: potency means the concentration at half of the fitted maximal effect; nearly all actives have a fitted effect of over 50% in size
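EPAC2 (100 nM) mixed with Rap1B loaded with BODIPY-GDP (250 nM) plus 50 uM unlabeled GDP; compounds pinned in, 5 min RT, then read every 5 min for 30 min (ex 480, em 540 nm). Normalized to cAMP control.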
PTHR1 agonist: qHTS for PTHR1 Agonists: Primary Screen. HEK293 GP2 PTHR1 cells, GloSensor cAMP luminescence, 1 h. 410,000 tested, 0.075% active. Parathyroid hormone/parathyroid hormone-related peptide receptor (Homo sapiens), Q03431. Potency, µM (doses to about 115 µM), for the others: at the highest dose activation, hits mostly activators; further: potency means the concentration at half of the fitted maximal effect; nearly all actives have a fitted effect of over 55% in size; some results filed as inactive show a strong effect at the top dose; inactives centre near -15; many of its hits are not listed in these tables
Target sequence (Q03431 whole entry, looked up): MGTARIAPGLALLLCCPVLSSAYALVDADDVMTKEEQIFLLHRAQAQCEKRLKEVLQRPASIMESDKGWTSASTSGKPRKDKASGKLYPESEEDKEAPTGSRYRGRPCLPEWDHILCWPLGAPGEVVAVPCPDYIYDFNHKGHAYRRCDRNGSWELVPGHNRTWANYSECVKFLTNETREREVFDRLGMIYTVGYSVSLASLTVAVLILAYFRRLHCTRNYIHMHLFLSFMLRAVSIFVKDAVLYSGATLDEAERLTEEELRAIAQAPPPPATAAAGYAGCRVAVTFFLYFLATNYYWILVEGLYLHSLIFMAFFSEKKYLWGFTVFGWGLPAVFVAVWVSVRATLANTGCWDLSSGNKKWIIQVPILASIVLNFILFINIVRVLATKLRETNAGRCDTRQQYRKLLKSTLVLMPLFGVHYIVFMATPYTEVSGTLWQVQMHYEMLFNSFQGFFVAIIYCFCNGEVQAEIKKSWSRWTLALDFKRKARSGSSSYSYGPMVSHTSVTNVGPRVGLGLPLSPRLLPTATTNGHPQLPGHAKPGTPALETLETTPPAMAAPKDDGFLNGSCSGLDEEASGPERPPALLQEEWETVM
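HEK-293-derived GP2 cells expressing PTHR1 and a GloSensor cAMP reporter, 3,000/well, plated overnight, given luciferin plus IBMX (each 0.5 mM as added) for 1 h at 37 °C, then compound for 1 h at 37 °C. Luminescence was read after 15 min at room temperature.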
An asterisk follows results filed as active; i = inactive; ? = inconclusive; . = not tested or not shown; [ ] = another dose, or the depositor's remark. Unless noted, the call rests on the fitted dose curve; in most records, active means well fitted curve in the direction sought with a large enough effect; inconclusive means small, poorly fitted or top-dose-only effect, or another doubt; inactive means no such curve, though single readings can be large; an effect the other way counts as inactive or inconclusive.

| # | molecule | MmCpn inh | pAkt inh | CCT modulator | D3 ag | PTHR1 agonist | D3 antag | EPAC2 agonist | EPAC2 antagonist |
| --- | --- | --- | --- | --- | --- | --- | --- | --- | --- |
| 1 | CCOc1cc(/C=N/Nc2ccccc2Cl)ccc1OCC(=O)O | -1% | i | -0.2 | -1 | -16% | -2 | -11% | 1% |
| 2 | Cc1cc(-c2nnc(CCC(=O)NC(Cc3ccccc3)c3ccccc3)o2)no1 (stereo not drawn) | 1% | i | 1.9 | 2 | i | -3 | 3% | -4% |
| 3 | Cc1cccc(Nc2nc(-c3ccncc3)cs2)c1 | -4% | i | -2.6 | 4 | -17% | 0 | 6% | 2% |
| 4 | Cc1ccc(S(=O)(=O)NCC2CCC(C(=O)NCCCN3CCCC3=O)CC2)cc1 (stereo not drawn) | -4% | i | -4.7 | 3 | i | -12 | 7% | -11% |
| 5 | Nc1nc(NC(=O)c2ccccc2)nn1-c1ccccc1 | 2% | i | 0.4 | -1 | i | 28 | 16% | -3%[57.1 µM] |
| 6 | O=C1COc2ccc(C(=O)CSc3nnc(-c4cccs4)n3Cc3ccccc3)cc2N1 | -16% | i | -2.8 | 3 | i | -10 | 5% | 1% |
| 7 | Cc1nc2ccc(NC(=O)c3ccc(Br)o3)cc2s1 | 1% | i | 1.0 | -3 | -13% | -2 | 4% | 1% |
| 8 | O=C(CN1C(=O)NC2(CCCCC2)C1=O)Oc1ccc2ccc(=O)oc2c1 | -4% | i | -1.0 | -6 | -1% | -6 | 9% | 2% |
| 9 | COc1cccc(C(=O)N2CCN(Cc3cccc(F)c3)CC2)c1 | 1% | i | 0.4 | -7 | i | -28 | 2% | -4% |
| 10 | C/C(=N\NC(=O)CCc1c(C)n[nH]c1C)c1ccc([N+](=O)[O-])cc1 | 4% | i | 1.4 | 0 | i | 6 | 2% | 0% |
| 11 | CC(C)C[C@@H](CN1CCCC1CN1C(=S)NC[C@@H]1Cc1ccc(O)cc1)N1C[C@H](Cc2ccccc2)N(CCc2ccccc2)C1=S (stereo partly drawn) | . | i | 0.5 | -20 | -12% | -29 | 2% | -6% |
| 12 | COc1ccc(C2C(C#N)=C(N)Oc3cc(C)n(Cc4ccncc4)c(=O)c32)cc1 (stereo not drawn) | 1% | i | -0.1 | 6 | -1%[57.5 µM] | -5 | -10% | 0%[57.1 µM] |
| 13 | Cc1c(Cl)cccc1NC(=O)CSc1nncn1-c1ccccn1 | 2% | i | -0.7 | 4 | -12% | 9 | 4% | -7% |
| 14 | CC(C)CNC(=O)c1cc([N+](=O)[O-])ccc1N1CCOCC1 | -1% | i | -3.6 | 2 | -23% | -19 | -8% | 0% |
| 15 | Cc1ccc(C)c(SCC(=O)NC(=O)NCc2ccccc2)c1 | -1% | i | 1.8 | -4 | -9% | -4 | 0% | 0% |
| 16 | N#Cc1cccc(C(=O)Nc2ccccc2C(=O)NC2CC2)c1 | -1% | i | 0.6 | -2 | -21% | -2 | 6% | 5% |
| 17 | Cc1cccc(Nc2nc3ccccc3n3nnnc23)c1 | -10% | i | 0.7 | -1 | -25% | -1 | 0% | 4% |
| 18 | COc1cccc(/C=N/Nc2nn3cnnc3c3ccccc23)c1O | -5% | i | -1.0 | 5 | -2%[57.5 µM] | 8 | 5% | -2% |
| 19 | Cc1cccc(NC(=O)CNC(=O)CN2C(=O)NC3(CCCCC3C)C2=O)c1C (stereo not drawn) | 0% | i | -2.0 | 1 | i | -4 | 5% | 15% |
| 20 | CCOC(=O)c1c(S(=O)(=O)NCCc2ccco2)c(C)n(C)c1C | 1% | i | 2.0 | 4 | i | -8 | -5% | -10% |
| 21 | CCOc1ccc(CCNC(=O)c2ccc(S(=O)(=O)N3CCCC3)cc2)cc1OCC | -1% | i | 1.1 | 6 | -1% | -4 | 7% | 2% |
| 22 | O=C(NCc1cccc(F)c1)c1[nH]c(C(F)(F)F)nc1-c1ccccc1 | . | i | 1.2 | 6 | -11% | 0 | 1% | 12% |
| 23 | COC(=O)C1=C(C)NC(=O)NC1c1ccc2c(c1)OCO2 (stereo not drawn) | -1% | i | 0.3 | 10 | i | 5 | 4% | 3% |
| 24 | COc1ccc(NC(=O)CNC(=O)c2sc3ccccc3c2Cl)c(OC)c1 | -15% | i | -0.1 | -5 | 6% | 18 | -6% | 5% |
| 25 | COc1cc(/C=C/C(=O)Nc2nnc(CC(C)C)s2)cc(OC)c1OC | 2% | i | 1.4 | -17 | 0% | -7 | -19% | 9% |
| 26 | O=C(NC1CC1)C1CCN(c2ncccn2)CC1 | 2% | i | -0.8 | -9 | i | -11 | 6% | -3% |
| 27 | CCOC(=O)C1(Cc2ccccc2C)CCCN(C(=O)c2ccc(CSC)o2)C1 (stereo not drawn) | -6% | i | 1.7 | 1 | i | -15 | 4% | ? |
| 28 | COc1ccc(CNC(=O)CN(Cc2ccccc2)S(=O)(=O)c2ccc(Cl)cc2)cc1 | ? | ? | 1.9 | -22 | i | 22 | 13% | 0% |
| 29 | CC(C)(Sc1ccc(CCN(CCCCC2CCCCC2)C(=O)NC2CCCCC2)cc1)C(=O)O | 1% | i | 0.1 | -31 | -19% | -2 | -13% | 56µM* |
| 30 | c1ccc2sc(NN=C3CCCCCC3)nc2c1 | -1% | i | -1.2 | 2 | -32%[inhibitor] | -1 | 13% | 2% |
| 31 | CN1/C(=C\C(=O)c2cccnc2)C(C)(C)c2ccccc21 | 0% | i | -0.2 | -3 | i | 17 | 8% | 14% |
| 32 | CN(C)S(=O)(=O)c1cc(NC(=O)COC(=O)Cc2ccc(Br)cc2)ccc1Cl | 2% | i | -1.6 | 3 | -4% | 17 | 23% | 4% |
| 33 | O=C(Cn1nnc2ccccc21)NNC(=S)NC1CCCCC1 | -7% | i | -1.4 | -8 | -47%[inhibitor] | -27 | -4% | 4% |
| 34 | CC(C)(C)NC(=O)C(=O)NNC(=O)c1ccc(C(C)(C)C)cc1 | 2% | i | 2.6 | 1 | -14% | 15 | -16% | -2% |
| 35 | O=C(CSC1=NS(=O)(=O)c2cc(Cl)ccc2N1)Nc1cccc(F)c1 | 1% | i | -0.8 | 2 | i | 5 | -7% | 7% |
| 36 | Cn1c(=O)c2c(SCCN3CCOCC3)nc(C3CCCC3)nc2n(C)c1=O | 0% | i | -2.7 | -8 | -13% | -2 | 0% | 0% |
| 37 | C=CCn1c(SCC(=O)Nc2ccc(N3CCOCC3)cc2)nnc1-c1ccco1 | -1% | i | 0.4 | 4 | i | 14 | 0% | 12% |
| 38 | O=C(NC1CCCCCC1)c1cc(S(=O)(=O)N2CCOCC2)ccc1N1CCCCC1 | 0% | i | 2.0 | 2 | ? | -6 | 16% | 1% |
| 39 | Cc1c(C)n(C)c2ccc(C(=O)NCCCN3CCN(c4ccccc4F)CC3)cc12 | -4% | i | 0.9 | -3 | i | -82* | -13% | -14% |
| 40 | Cc1ccc(C)c(-n2c(-c3cccnc3)n[nH]c2=S)c1 | 0% | i | -1.3 | 1 | -18% | 0 | 11% | 3% |
| 41 | CCN(CC)C(=O)[C@H]1C[C@H](CC(=O)NCC23CC4CC(CC(C4)C2)C3)C(=O)N2CCc3c([nH]c4cc(CCC(=O)N(C)C)ccc34)[C@]12C | -1% | i | -0.9 | 8 | i | 4 | 4% | -9% |
| 42 | O=C(Nc1ccc2c(c1)OCO2)c1cc(C2CCCN(C(=O)C3CCCCC3)C2)on1 (stereo not drawn) | . | i | -1.9 | 8 | -61%[inhibitor] | 36 | 13% | -11% |
| 43 | CCC(C)(C)n1nnnc1C(c1ccccc1)N1CCN(C2CCCC2)CC1 (stereo not drawn) | -2% | i | -2.4 | -8 | i | -21 | 3% | 3% |
| 44 | COc1cc(-c2noc(C)c2C(=O)NCc2ccc3c(c2)OCO3)cc(OC)c1OC | -1% | i | -1.5 | 5 | i | 9 | -1% | 14% |
| 45 | O=C(NN=C1C2CC3CC(C2)CC1C3)c1ccncc1 | 0% | i | 1.2 | -2 | i | 3 | 8% | -5% |
| 46 | Cc1ccc(CNC(=O)CSCc2ccccc2)cc1 | 3% | i | -0.8 | 1 | i | 5 | 6% | -8% |
| 47 | CSCCC(NC(=O)COc1ccccc1)C(=O)NCCOc1ccccc1 (stereo not drawn) | -1% | i | -1.3 | 0 | i | 22 | -7% | -13% |
| 48 | O=C(CSc1nc2ccccc2s1)c1ccc(O)cc1O | 1% | i | -2.6 | -7 | i | -16 | 15% | 3% |
| 49 | COc1cc(/C=C2\SC(c3ccccc3)=NC2=O)cc(Cl)c1O | 0% | i | -43* | 2 | -10% | 12 | 5% | ? |
| 50 | O=[N+]([O-])c1ccc(CS(=O)Cc2ccccc2)cc1 (stereo not drawn) | . | i | -1.9 | 7 | i | 8 | -6% | 4% |
| 51 | COc1ccc(OC)c(C2C(C#N)=C(N)Oc3cc(N)ccc32)c1 (stereo not drawn) | -1% | i | -1.9 | 0 | -10%[57.5 µM] | 11 | 9% | -1% |
| 52 | COc1cc2cc(C(=O)N[C@@H](Cc3ccccc3)C(=O)O)n(C)c2c(OC)c1OC | 3% | i | 1.4 | -6 | -33%[inhibitor] | 9 | 6% | 20% |
| 53 | CCOC(=O)c1c(C)n(-c2ccc(OC)cc2)c2c(C/C(C)=N/O)c(Br)c(OC)c(O)c12 | 0% | i | -2.0 | 3 | i | -3 | 1% | -1% |
| 54 | O=C(CCC(=O)N1CCOc2ccc(Cl)cc21)N1CCN(c2ccccn2)CC1 | -2% | i | 1.3 | -2 | -34%[inhibitor] | 1 | -2% | -25% |
| 55 | CC(CCl)OC(C)CCl (stereo not drawn) | -2% | i | 0.7 | 8 | -26% | 3 | 10% | -7% |
| 56 | c1ccc(N2CCN(CCc3nnc4n3CCCCC4)CC2)cc1 | -2% | i | 0.3 | -9 | i | -8 | 9% | -1% |
| 57 | CCn1c(=NC(=O)CN2C(=O)CCC2=O)sc2c(C)cc(C)cc21 | -2% | i | 1.3 | -2 | -1% | 19 | 1% | -9% |

Not all compounds are listed (hit frequency here may not be typical).
